GLP-1R agonist = agonists of human GLP-1 receptor. HEK293 GLP-1R CRE-luciferase, luminescence, 4-6 h; cells express a hypersensitive GLP-1R form. AID 624172. 0.007% of 380,000 active. Potency, µM (series often up to 45.6 µM), without a hit: top-dose activation, actives largely listed as activators; note: potency is the fitted concentration of half-maximal effect; % of control where 0% means no effect
DRD3 agonist = activates the human D3 dopamine receptor; D3R DiscoveRx beta-arrestin cells, luminescence, 90 min; max activation, %; 0.58% of 410,000 active; in the data active = max activation above about 30%; note: 0% is about no effect; mostly tested at two doses, the higher about 12 µM
Target sequence (P35462 whole entry, looked up): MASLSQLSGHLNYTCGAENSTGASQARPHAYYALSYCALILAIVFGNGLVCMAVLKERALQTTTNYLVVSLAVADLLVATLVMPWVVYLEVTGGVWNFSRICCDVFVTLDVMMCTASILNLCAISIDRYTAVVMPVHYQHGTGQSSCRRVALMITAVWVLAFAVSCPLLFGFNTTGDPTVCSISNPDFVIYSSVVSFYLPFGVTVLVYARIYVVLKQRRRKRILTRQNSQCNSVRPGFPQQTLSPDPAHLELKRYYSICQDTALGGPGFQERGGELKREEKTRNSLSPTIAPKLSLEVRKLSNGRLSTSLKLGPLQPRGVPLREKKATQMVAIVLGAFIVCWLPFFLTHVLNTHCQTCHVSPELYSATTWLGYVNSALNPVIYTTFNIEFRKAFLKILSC
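Cells at 1500/well, incubated overnight, then treated with pinned compounds (dopamine as control) for 90 min at 37 degrees C. DiscoveRx reagent added for 30 - 60 minutes at room temperature; luminescence read.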
PLK1 PBD block = inhibitors of human PLK1 polo-box domain binding; 2.8% of 360,000 active; AID 720504; Potency, µM, for the others: max response, negative = inhibition, most hits filed as inhibitors; Plk1 PBD binding of FITC phosphopeptide, fluorescence polarization; note: potency is the fitted concentration of half-maximal effect; series mostly up to about 57 µM; % is set by controls: 0 for no effect and ±100 for the full control effect; nearly all actives have a fitted effect of over 65% in size
IL2 activator = IL-2 activation. activation, % (series mostly up to about 46 µM). IL-2 activation reporter assay, cell-based qHTS; stimulated with anti-CD3/CD4/CD28 beads; in transgenic mouse T cells. 0.065% of 360,000 active. AID 652025; in the data active = activation above about 50%; inconclusive = mostly about 30% to 49%; note: 0% is about no effect
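Unstimulated transgenic mouse T cells preincubated 60 min with compound, then stimulated with anti-CD3/anti-CD4-coated beads plus anti-CD28 for 18 h at 37 degrees C. IL-2 response read as EGFP and DsRed fluorescence by plate cytometry.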
GLP-1R inv ag = inverse agonists of human GLP-1 receptor | P43220 | 1.6% of 410,000 active | Potency, µM (series often up to 38.3 µM), for inactives: at the top dose activity change, negative = inhibition, hits mostly inhibitors | HEK293 GLP-1R CRE-luciferase, luminescence, 24 h; GLP-1R form is constitutively active; note: potency is the fitted concentration of half-maximal effect; % is set by controls: 0 for no effect and ±100 for the full control effect; nearly all actives have a fitted effect of over 55% in size
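Inverse agonism was detected as reduced cAMP-driven luciferase luminescence after 24 h compound treatment. The cells were HEK293 clones expressing constitutively active human GLP-1R with the reporter. Reporter-only and GPR119 cell lines served as counterscreen controls.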
HEK293 tox = cytotoxicity counter-screen for GLP-1 receptor inverse agonists | HEK293 cAMP-luciferase reporter cells, luminescence, 24 h | Potency, µM (titrated, usually from 38.3 µM), inactives show at the highest dose activity change, negative = inhibition, usual class: inhibitors | 0.13% of 410,000 active | AID 624418;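 note: loss of luciferase light is scored as toxicity; potency is the fitted concentration of half-maximal effect; % is set by controls: 0 for no effect and ±100 for the full control effect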
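Cells in DMEM/10% Nu serum/1% pen-strep, 1536-well format. Pre-incubated 12 h, dosed with 23 nL compound, incubated a further 24 h. Luciferase detection, 12 min at room temp, luminescence.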
DRD3 antagonist = antagonists of human D3 dopamine receptor; P35462; D3R cells, DiscoveRx beta-arrestin luminescence, antagonist mode; active compounds read low; max response, negative = inhibition, %; 2.5% of 360,000 active; in the data active = max response below about -50%; inconclusive = no clear call, values can overlap the other calls; note: % is set by controls: 0 for no effect and ±100 for the full control effect; mostly tested at two doses, the higher about 12 µM
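Cells expressing the human receptor were seeded at 1500 cells/well, incubated overnight at 37 degrees C in 5% CO2, then exposed to library compounds with dopamine controls for 90 minutes at 37 degrees C before luminescent detection.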
PI5P4Ka inh = blocks human PI5P4K alpha kinase activity. PI5P4Kalpha enzyme, ADP-Glo luminescence, 60 min; active compounds read low. 1.2% of 330,000 active. P48426. AID 652105. max response, %; active = max response of -50% or lower; inconclusive = between -30% and -50%; inactive = -30% or higher; note: value at the top dose of about 77 µM; % is set by controls: 0 for no effect and ±100 for the full control effect
Target sequence (P48426 whole entry, looked up): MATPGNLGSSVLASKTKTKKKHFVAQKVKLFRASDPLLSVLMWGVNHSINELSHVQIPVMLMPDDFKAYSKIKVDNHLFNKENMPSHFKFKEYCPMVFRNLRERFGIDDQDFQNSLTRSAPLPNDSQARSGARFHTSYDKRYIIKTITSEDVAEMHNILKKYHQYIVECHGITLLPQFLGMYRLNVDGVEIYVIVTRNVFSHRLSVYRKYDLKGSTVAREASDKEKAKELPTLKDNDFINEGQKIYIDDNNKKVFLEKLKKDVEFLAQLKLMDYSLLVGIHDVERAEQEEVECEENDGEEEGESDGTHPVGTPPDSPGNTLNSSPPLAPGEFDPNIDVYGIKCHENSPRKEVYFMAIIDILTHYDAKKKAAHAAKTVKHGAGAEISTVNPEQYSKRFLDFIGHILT
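ADP-Glo luminescence end-point read after a 60 min room-temperature kinase reaction of PI5P4Kalpha plus substrate, initiated with ATP at 5 microM final. Buffer: 0.038 M HEPES pH 7.4, EGTA, 0.1% CHAPS, 5% DMSO.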
WRN inhibitor = WRN helicase (human) inhibition; WRN helicase unwinding, fluorescent forked duplex, kinetic; Potency, µM (doses to about 114 µM), for inactives: at the highest dose activity change, negative = inhibition, most hits filed as inhibitors; 0.46% of 360,000 active; AID 651768; note: potency is the fitted concentration of half-maximal effect; % is set by controls: 0 for no effect and ±100 for the full control effect; nearly all actives have a fitted effect of over 55% in size
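Kinetic fluorescence helicase assay: unwinding of a quenched forked DNA duplex (100 nM final) with 2 mM ATP final raises red fluorescence (525/598 nm). Compounds sat 15 min at room temperature with 20 nM WRN beforehand.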
* marks the source's active call; other numbers are inactive results; ? = inconclusive; · = not tested or not shown; [ ] = remark or other dose. Unless noted, calls come from the whole dose curve; as a rule, active = well fitted curve in the direction sought with a large enough effect; inconclusive = small, poorly fitted or top-dose-only effect, or another doubt; inactive = no such curve, though single readings can be large; an effect the other way counts as inactive or inconclusive.

SMILES	GLP-1R agonist	DRD3 agonist	PLK1 PBD block	IL2 activator	GLP-1R inv ag	HEK293 tox	DRD3 antagonist	PI5P4Ka inh	WRN inhibitor
CC(=O)C1=C(C)NC(=O)CC1c1ccc(F)cc1 (stereo unspecified)	0%	13	-5%	-4.1	5%	-2%	13	-6	8%
Cc1cc(OCCN2CCCC2)ccc1C(C)C	11%	-17	4%	-0.3	?	3%	0	-4	-3%
Cc1scc(-c2n[nH]c(=S)n2Cc2ccccc2)c1C	0%	-5	-2%	-1.8	-37%	-22%	-14	-7	-9%
COc1ccc2[nH]c(=O)c(CN(Cc3cccs3)C(=S)NCC3CCCO3)cc2c1 (stereo unspecified)	9%	1	0%	0.0	15%	0%	10	-10	1%
COc1cc(C(=O)NCCC(=O)N2CCCCC2)cc(OC)c1OC	11%	6	-10%	-0.5	21%	3%	8	6	-2%
COC(=O)c1sccc1NC(=O)Nc1ccc(Cl)c(Cl)c1	1%	-2	-7%	0.1	-17%	-19%	58	1	2%
CCOC(=O)c1ccc(NC(=O)C2CCN(C(=O)c3ccc(OC)c(OC)c3)CC2)cc1	8%	3	-9%	-0.5	9%	23%	7	1	0%
CC1CCN(C(=O)c2ccc(S(=O)(=O)N3CCOCC3)cc2)CC1	-1%	-8	-2%	-3.5	13%	0%	-16	12	-1%
Cc1cn(C2CC(OC(=O)C(C)C)C(CO)O2)c(=O)[nH]c1=O (stereo unspecified)	3%	3	0%	1.1	12%	9%	-1	2	13%
COc1cc(OC)c(NC(=O)CCc2nc(-c3cccs3)no2)cc1Cl	3%	3	1%	1.4	?	-8%	17	1	-2%
FC(F)(F)c1ccc(CSc2nccn2-c2ccccc2)cc1	17%	-4	-18%	-3.3	?	58%[activator]	1	3	-7%
O=C(CCNS(=O)(=O)c1ccc(Br)cc1)NCC(c1cccs1)N1CCOCC1 (stereo unspecified)	6%	-4	-16%	-3.6	-21%	-11%	0	-7	3%
COc1ccccc1CNC(=O)C(CCSC)NC(=O)C1CCC(C)CC1 (stereo unspecified)	6%	4	2%	-1.9	-23%	-20%	9	·	6%
CC1=NN(c2ccc(Cl)c(C(=O)O)c2)C(=O)/C1=C/c1ccc(-c2ccccc2[N+](=O)[O-])o1	0%	-4	0.84µM*	0.9	23%	8%	8	-9	45µM*
COc1cccc(C(=O)COc2ccc3c(C)cc(=O)oc3c2)c1	-2%	-2	7%	0.8	-4%	-12%	0	0	-14%
Cc1cc(NS(=O)(=O)c2ccc(NC(=O)Cc3ccc(Cl)c(Cl)c3)cc2)no1	12%	0	-3%	4.1	-22%	-13%	10	-1	-35%
COc1ccc(NC(C)C(=O)N2CCN(Cc3ccccc3)CC2)cc1 (stereo unspecified)	-4%	-9	1%	-1.8	11%	-8%	12	1	-1%
O=C(COC(=O)COc1ccccc1)Nc1ccc2c(c1)OCCO2	14%	4	-2%	0.6	3%	-3%	3	-2	-10%
COc1ccc(S(=O)(=O)N2CCC(Cc3ccccc3)CC2)cc1C(N)=O	0%	2	-3%	0.7	-9%	3%	1	1	-1%
COn1c2c(c3c4no[n+]([O-])c4ccc31)CCCC2	0%	7	0%	-1.7	87%[activator]	3%	5	·	77%[activator]

Three structures already listed, ordered by length of the SMILES, largest number first:
SMILES	GLP-1R agonist	DRD3 agonist	PLK1 PBD block	IL2 activator	GLP-1R inv ag	HEK293 tox	DRD3 antagonist	PI5P4Ka inh	WRN inhibitor
Cc1cn(C2CC(OC(=O)C(C)C)C(CO)O2)c(=O)[nH]c1=O (stereo unspecified)	3%	3	0%	1.1	12%	9%	-1	2	13%
CC1CCN(C(=O)c2ccc(S(=O)(=O)N3CCOCC3)cc2)CC1	-1%	-8	-2%	-3.5	13%	0%	-16	12	-1%
O=C(COC(=O)COc1ccccc1)Nc1ccc2c(c1)OCCO2	14%	4	-2%	0.6	3%	-3%	3	-2	-10%

(listing goes on)
SMILES	GLP-1R agonist	DRD3 agonist	PLK1 PBD block	IL2 activator	GLP-1R inv ag	HEK293 tox	DRD3 antagonist	PI5P4Ka inh	WRN inhibitor
CSc1nnc(-c2cccs2)n1C	0%	4	?	2.9	2%	0%	6	-30	4%[11.6 µM]
N#C/C(=C\c1ccccc1)C(=O)N1CCN(c2ccccc2F)CC1	6%	3	-16%	0.7	-2%	?	0	-2	-3%
COc1ccccc1CNC(=O)C(Cc1ccccc1)NC(=O)c1ccccc1 (stereo unspecified)	-5%	1	-4%	0.1	?	2%	5	1	1%
COCCN1C(=O)C(=O)/C(=C(/O)c2ccc(S(=O)(=O)N3CCCCC3)cc2)C1c1ccc(OC)cc1 (stereo unspecified)	-1%	1	-19%	0.9	8%	4%	-16	1	9%
Cc1cc(Oc2ccc(=O)n(C)n2)nc(Oc2ccc(=O)n(C)n2)n1	-5%	4	1%	-0.3	11%	-13%	-20	2	6%
COc1cccc(/C=C/C(=O)OCC(=O)NCC2CCCCC2)c1OC	-3%	-13	5%	0.3	31%[activator]	1%	4	2	1%
COc1ccc(/C=C\C(=O)NCc2ccc3[nH]c(C)cc3c2)cc1OC	4%	2	-4%	-1.4	3%	1%	-9	1	-11%
CC(=O)Nc1ccc(CN(C)c2c(C)nc3ccc(C(=O)NCCc4ccccn4)cn23)cc1	-4%	-10	-5%	0.0	-6%	4%	-4	2	6%
CCCCn1cc(C(=O)c2cc(Br)ccc2O)cc(C#N)c1=O	-3%	4	-3%	-2.3	?	-15%	26	1	-23%
CCCOc1cccc(C(=O)NCCNC(=O)c2ccc(C)nc2)c1	14%	4	-4%	-0.1	-2%	1%	4	-2	0%
CC1CCN(C(=O)c2[nH]cnc2C(=O)NCc2ccccc2)CC1	-5%	-9	3%	-0.2	9%	11%	4	-4	1%
COCCNC(=S)N1CCC2CC1c1cc(-c3ccc4c(c3)OCO4)ccc12 (stereo unspecified)	6%	-5	-2%	-0.6	?	5%	?	-3	-5%
CC(=O)N1CCN(CC(C)(C)NS(=O)(=O)c2ccc(C)cc2)CC1	-5%	2	-13%	1.9	-6%	6%	1	3	-3%
COC(=O)C1CCN(C(=O)CSc2nc3ccc(OC)cc3[nH]2)CC1	1%	5	?	1.0	2%	-1%	0	6	2%
COc1ccc(OC)c(NC(=O)c2ccno2)c1	6%	11	-15%	-2.8	23%	3%	-7	-9	1%
CCC(C)c1ccccc1NC(=O)Cc1coc2cc3c(cc12)CCC3 (stereo unspecified)	-3%	2	2%	-4.6	?	-12%	5	17	-12%
Nc1ncc2c(n1)CC(c1ccco1)CC2=O (stereo unspecified)	0%	-5	-8%	-0.3	9%	6%	-11	-18	-20%
CS(=O)(=O)N(CC(=O)NC1CCCC1)C1CCCCC1	6%	-2	-2%	3.1	-4%	-1%	-10	-5	1%
CCOC(=O)c1ccc(N2C(=O)c3n[nH]c(-c4cccs4)c3C2c2ccc(C(C)C)cc2)cc1 (stereo unspecified)	1%	-10	·	·	-5%	13%	·	·	·
CC(=O)Nc1nonc1-c1nc2ccccc2n1Cc1ccccc1	2%	2	-9%	0.3	21%	-9%	12	-5	2%
COc1cc(C(=O)NCCOc2ccc(Cl)cc2)ccc1OCc1c(C)noc1C	1%	2	-9%	-0.3	1%	-9%	33	4	9%
CC(C)C[C@@H](CNCC(=O)[C@H](CC(C)C)NC(=O)c1[nH]cnc1C(=O)N[C@@H](C)CN)NC(=O)c1nc[nH]c1C(=O)N[C@@H](Cc1ccccc1)C(=O)O	24%	-15	-6%	0.6	-5%	-2%	0	-1	12%
CCc1ccccc1N1CCN(S(=O)(=O)c2cc(OC)ccc2OC)CC1	9%	1	5%	0.1	?	9%	-2	·	-12%
O=C(Oc1ccccc1)N1CCOCC1	-12%	2	-4%	0.2	3%	17%	11	0	6%
Oc1ccc(Cc2ccc(Cl)cc2)c(O)c1	5%	1	-2%	-0.8	?	-11%	0	13	-4%
Cc1cc(=O)oc2ccc(OCC(=O)N(Cc3ccc(F)cc3)Cc3ccco3)cc12	-7%	2	-14%	-3.7	?	?	0	-4	-4%
O=C1CCCC2=C1C(c1cccc(O)c1)C1=C(N2)c2ccccc2C1=O (stereo unspecified)	1%	1	-4%	-1.0	11%	-9%	9	-12	1%[57.1 µM]
C/C(N)=C(/C#N)C(=O)CSc1nc2ccccc2[nH]1	7%	5	-9%	1.0	28%	1%	-10	·	?
Cc1ccc(N(C)S(=O)(=O)c2cccc(C(=O)Oc3ccc4c(C)cc(=O)oc4c3)c2)cc1	0%	1	-9%	-0.1	11%	13%	0	-3	2%
Cc1cccc(OCCn2c(S(=O)(=O)O)nc3ccccc32)c1	1%	0	-5%	-0.7	-20%	-6%	-3	·	-9%
CCOC(=O)Cn1c(CN2CCN(c3cccc(Cl)c3)CC2)nc2c1c(=O)[nH]c(=O)n2C	5%	-1	-9%	-2.7	-15%	4%	-2	0	-6%
O=C(COC(=O)c1cccnc1Cl)Nc1ccc(N2CCOCC2)cc1	12%	2	-6%	-1.0	8%	0%	12	-3	-2%
Cc1ccc(CNC(=O)C(=O)NCC2OCCCN2S(=O)(=O)c2cccs2)cc1 (stereo unspecified)	0%	0	-5%	-4.3	-5%	0%	-15	-18	-34%
Cc1ccc(CNC(=O)CN(C(=O)N2CCN(C)CC2)S(=O)(=O)c2ccc(C)cc2)cc1	4%	-1	-2%	1.5	-2%	0%	12	-5	-3%
COCCN(C(=O)c1ccc2c(c1)S(=O)(=O)N=C1CCCCCN12)c1c(N)n(CC(C)C)c(=O)[nH]c1=O	3%	0	3%	-0.4	2%	-10%	2	1	12%
Cc1nn(-c2ccccc2)c2sc(C(=O)NNC(=O)COc3ccccc3)cc12	4%	-27	-5%	-3.1	70%[activator]	-8%	-11	·	-4%
CCCCn1c(N)c(N(CCOC)C(=O)c2ccc(C)c(S(=O)(=O)N3CCCCC3)c2)c(=O)[nH]c1=O	0%	5	0%	0.0	14%	-10%	10	0	15%
O=c1nc2n(c3cc(Cl)c(S(=O)(=O)N4CCOCC4)cc13)CCCCC2	-16%	0	-1%	-0.6	6%	7%	10	2	1%
O=C(Nc1ccc2c(c1)OCO2)C1CCCCN1S(=O)(=O)c1ccc(F)cc1 (stereo unspecified)	3%	1	-18%	0.4	?	-13%	22	·	-11%
